Source: PubChem (National Center for Advancing Translational Sciences (NCATS))
Tb PFK block – inhibitors of T. brucei phosphofructokinase; O15648; T. brucei PFK, ADP-Glo luminescence; Potency, µM (titrated, usually from 57.5 µM), without a hit: at the highest dose activity, negative = inhibition, actives largely listed as inhibitors; 330,000 tested, 0.17% active;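 also: potency is read from the fitted curve at half-maximal effect; 0% = uninhibited 1x PFK enzyme wells and -100% = no-enzyme wells; nearly all actives have a fitted effect of over 60% in size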
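Compounds were pin-transferred as a titration series up to 57 uM into substrate buffer (0.5 mM F6P, 0.1 mM ATP, pH 8.0), then 1.25 nM PFK was added and reactions ran 45 min before ADP-Glo detection.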
VP16 counter – inhibits Gal4-VP16 luciferase reporter, ROR gamma counter-screen; Potency, µM (highest dose often 53.6 µM), for inactives: at the highest dose activity, negative = inhibition, hits mostly inhibitors; Drosophila S2 Gal4-VP16 UAS-luciferase, luminescence, 20 h; 310,000 tested, 3.5% active;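 also: Gal4-VP16 expression switched on by copper sulfate through the metallothionein promoter; potency is read from the fitted curve at half-maximal effect; % is scaled to controls: 0 for no effect and ±100 for the full control effect; nearly all actives have a fitted effect of over 50% in size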
p53 reactivator – mutant p53 re-activation in reporter cells; H1299 p53-A138V BP100-luciferase reporter, luminescence, 24 h; 320,000 tested, 0.063% active; Potency, µM (titrated, usually from 92.2 µM), for inactives: at the highest dose activity change, positive = activation, hits mostly activators; also: potency is read from the fitted curve at half-maximal effect; % of control where 0% means no effect; nearly all actives have a fitted effect of over 45% in size
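H1299 (p53-null), stable ts p53-A138V + BP100-Luc; 1000 cells/well, Opti-MEM/10% FBS; cpd 4 pt, 1:5; 24 h, 37 deg C, 5% CO2; detection reagent 10 min RT; luminescence.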
ELG1 genotox – genotoxicity induction in ELG1-luciferase HEK293T cells; HEK293T ELG1-luciferase reporter, luminescence, 16 h; 330,000 tested, 1.3% active; AID 504466; Potency, µM (doses to about 46 µM), inactives show at the top dose activity change, positive = activation, hits mostly activators; also: potency is read from the fitted curve at half-maximal effect; % of control where 0% means no effect; nearly all actives have a fitted effect of over 60% in size
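16 hr compound incubation (37 °C, 5% CO2) of HEK293T cells carrying luciferase-tagged ELG1; luciferase then measured by ONE-Glo luminescence after 30 min at RT.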
TRPV1 ag – human TRPV1 agonism. Q8NER1. AID 540275. 320,000 tested, 0.19% active. TRPV1-expressing cells, Fluo-8 calcium influx, agonist mode. activation, % at 8.33 µM; in the data active = activation above about 80%; inconclusive = between about 30% and that limit; also: 0% is about no effect
Target sequence (Q8NER1 whole entry, looked up): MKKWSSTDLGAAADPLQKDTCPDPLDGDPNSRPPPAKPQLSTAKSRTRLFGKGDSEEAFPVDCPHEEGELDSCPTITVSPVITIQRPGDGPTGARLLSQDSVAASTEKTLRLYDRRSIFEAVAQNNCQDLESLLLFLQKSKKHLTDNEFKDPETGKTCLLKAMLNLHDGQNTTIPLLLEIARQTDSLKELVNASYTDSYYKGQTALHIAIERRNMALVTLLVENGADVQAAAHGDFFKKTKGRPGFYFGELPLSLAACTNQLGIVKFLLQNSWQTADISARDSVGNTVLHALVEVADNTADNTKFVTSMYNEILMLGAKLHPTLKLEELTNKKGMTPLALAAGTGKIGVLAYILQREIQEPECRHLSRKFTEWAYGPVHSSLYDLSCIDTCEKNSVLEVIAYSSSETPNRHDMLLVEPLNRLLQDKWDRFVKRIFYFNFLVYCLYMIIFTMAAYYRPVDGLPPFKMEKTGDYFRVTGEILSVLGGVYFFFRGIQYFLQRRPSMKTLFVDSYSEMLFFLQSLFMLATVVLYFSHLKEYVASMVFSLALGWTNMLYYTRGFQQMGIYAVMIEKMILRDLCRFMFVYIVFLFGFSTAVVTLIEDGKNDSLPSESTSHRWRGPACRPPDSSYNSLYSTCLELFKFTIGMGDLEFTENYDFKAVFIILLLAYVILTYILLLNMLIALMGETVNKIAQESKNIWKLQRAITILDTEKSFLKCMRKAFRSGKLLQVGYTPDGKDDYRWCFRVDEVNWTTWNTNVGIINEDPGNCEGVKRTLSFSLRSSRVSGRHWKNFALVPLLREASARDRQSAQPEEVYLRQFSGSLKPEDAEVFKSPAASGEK
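TRPV1-expressing cells were cultured overnight at 35.5C and loaded with Fluo-8 calcium dye for 40 to 90 min at room temperature. After a 10 s baseline, compound was added and calcium influx was read kinetically for 3 min (ex 480/em 520 nm).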
Rab9 prom act – activates the Rab9 promoter. 320,000 tested, 2.8% active. Huh7 Rab9 promoter-luciferase reporter, luminescence, 24 h. Potency, µM (titrated, usually from 9.22 µM), without a hit: top-dose activation, negative = inhibition, usual class: activators; also: potency is read from the fitted curve at half-maximal effect; % of control where 0% means no effect; nearly all actives have a fitted effect of over 60% in size
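Promoter activation is measured as luciferase luminescence in Huh7 cells stably transfected with a Rab9 promoter–luciferase construct, following 24 h compound exposure at 37 °C and 10 min reagent incubation at ambient temperature.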
BRCA1 expr act – increases BRCA1 expression. Potency, µM (doses to about 46.1 µM), without a hit: at the top dose activation, usual class: activators. AID 624202. MCF7-BRCA1-FFLuc reporter, luminescence, 48 h; response scale: scaled: vehicle 0%, 10 µM genistein 100%. 380,000 tested, 1.1% active; also: potency is read from the fitted curve at half-maximal effect; nearly all actives have a fitted effect of over 80% in size; some results filed as inactive show a strong effect at the top dose
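Compounds are tested at multiple concentrations on MCF7 BRCA1-luciferase reporter cells seeded at 2000 per well; after 48 h, a single luminescence end-point is taken and curves fitted to the normalized data.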
FLuc modulator – inhibits or activates purified firefly luciferase, miR-21 counter-screen; P08659; purified FLuc, Km substrates, luminescence inhibition; Potency, µM (series often up to 57.5 µM), inactives show at the top dose activity change, negative = inhibition, hits mostly inhibitors; 360,000 tested, 6.9% active; AID 588342;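 also: potency is read from the fitted curve at half-maximal effect; plate controls were vehicle for no effect and reference inhibitor for full effect; nearly all actives have a fitted effect of over 55% in size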
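Purified P. pyralis luciferase (10nM final) with 10uM D-luciferin and 10uM ATP (Km levels) in 50mM Tris acetate pH 7.5, 10mM Mg acetate, 0.01% Tween-20, 0.05% BSA; qHTS 6-point titration, ~60 µM downward; luminescence read.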
NPC1 prom act – NPC1 promoter activation; Potency, µM (series often up to 9.22 µM), for inactives: top-dose activation, actives largely listed as activators; Huh7 NPC1 promoter luciferase reporter, 24 h; 320,000 tested, 2.4% active;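 also: potency is read from the fitted curve at half-maximal effect; % of control where 0% means no effect; nearly all actives have a fitted effect of over 60% in size; reporter is driven by a mutant NPC1 promoter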
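Luciferase expression driven by the NPC1 promoter was measured in stably transfected Huh7 cells after a 24 h compound incubation, using a luciferase reagent and a luminescence read.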
ELG1 DNA repair – ELG1-dependent DNA repair inhibition. 330,000 tested, 2.3% active. HEK293T ELG1-luciferase reporter, luminescence, 16 h; DNA damage induced by 5-fluorouridine. Potency, µM (top dose mostly 46.1 µM), for inactives: at the highest dose activity change, negative = inhibition, most hits filed as inhibitors; also: potency is read from the fitted curve at half-maximal effect; % is scaled to controls: 0 for no effect and ±100 for the full control effect; nearly all actives have a fitted effect of over 55% in size
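Overnight (16 hr) co-exposure of 2,000 cells/well to 5-fluorouridine and compound at 37 °C preceded detection. Luciferase was quantified via ONE-Glo luminescence; loss of signal denotes inhibition.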
RORgamma inh – ROR gamma (mouse) transcription inhibition | P51450 | AID 2551 | Potency, µM (highest dose often 53.6 µM), for the others: at the highest dose activity change, negative = inhibition, usual class: inhibitors | Drosophila S2 Gal4-RORgamma UAS-luciferase reporter, 20 h | 310,000 tested, 5.4% active; also: potency is read from the fitted curve at half-maximal effect; % is scaled to controls: 0 for no effect and ±100 for the full control effect; nearly all actives have a fitted effect of over 60% in size
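Schneider cells (Drosophila), stable Gal4 DBD–ROR gamma + UAS-luc; 1 hr cmpd preincubation; Cu2+ induction 700 uM final; 20 hr ambient; luminescence.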
Numbers without * were called inactive; ? = inconclusive; nt = no result given; & = joins results of further samples. Unless noted, calls follow the shape of the dose curve; as a rule, active = well fitted curve in the direction sought with a large enough effect; inconclusive = small, poorly fitted or top-dose-only effect, or another doubt; inactive = no such curve, though single readings can be large; an effect the other way counts as inactive or inconclusive.

SMILES	Tb PFK block	VP16 counter	p53 reactivator	ELG1 genotox	TRPV1 ag	Rab9 prom act	BRCA1 expr act	FLuc modulator	NPC1 prom act	ELG1 DNA repair	RORgamma inh
CCOc1ccccc1NC(=O)c1ccc2c(=O)n3c(nc2c1)CCCCC3	2.0%	5.0%	-11.5%	-5.7%	8.3	3.7%	21.0%	?	10.7%	-5.3%	21.3%
CCOC(=O)c1c(NC(=S)NC(=O)/C=C/c2cccs2)sc(C)c1C	-1.0%	?	5.1%	-1.0%	0.2	2.5%	-27.2%	-1.5%	16.3%	15.7%	1.26µM*
O=C(NCc1cccs1)c1cc2c(s1)-c1ccccc1OC2	0.0%	-4.5%	?	?	18.1	21.9%	?	?	17.8%	-3.0%	12.5%
CCn1c(=O)c2c(nc3n2CCCN3c2cccc(C)c2)n(C)c1=O	-0.1%	-4.6%	-1.4%	-3.8%	10.0	-6.5%	8.4%	0.2%	0.1%	?	6.4%
Cc1nc2ccccc2nc1N/N=C/c1ccc(O)cc1	0.5%	-23.0%	5.3%	?	0.4	24.7%	7.94µM*	8.49µM*	-1.1%	?	?
O=C1C(c2ccccc2)=[N+]([O-])c2ccccc21	-11.8%	nt	-26.3%	?	-5.3	22.2%	0.0%	12µM*	12.9%	?	nt
COc1ccccc1N1CCN(C2CCCN(C(=O)CCc3c(C)noc3C)C2)CC1 (stereo not given)	-2.5%	-17.2%	-2.8%	-3.0%	11.3	-1.7%	-13.8%	1.9%	-1.0%	10.0%	18.7%
Cc1cccc(NC(=O)c2cccc(N3C(=O)C4C5C=CC(C6CC56)C4C3=O)c2)c1 (stereo not given)	-12.0%	-7.5%	0.8%	-27.7%	14.2	-5.5%	-39.6%	?	-6.6%	?	39.0%
CCn1cc(C(=O)NCC2COc3ccccc3O2)c2cc(OC)c(OC)cc2c1=O (stereo not given)	-2.4%	-3.5%	-16.6%	-2.7%	16.6	-1.4%	-1.7%	-9.6%	5.3%	14.6µM*	?
Cc1ccc(S(=O)(=O)N2CCCC(C(=O)NCc3ccc4c(c3)OCO4)C2)cc1 (stereo not given)	0.2%	6.7%	-2.0%	-11.0%	3.9	-6.4%	0.0%	1.5%	0.0%	-21.4%	18.7%
CCOC(=O)Cn1c(CN(Cc2ccccc2)Cc2ccccc2)nc2c1c(=O)n(C)c(=O)n2C	1.7%	-8.9%	-5.3%	-18.8%	26.7	0.1%	-46.3%	1.3%	-3.2%	?	26.1%
Cc1cccc(C)c1-n1cccc1/C=C1/C(=N)N2C(=NC1=O)SN=C2S(C)(=O)=O	-6.6%	-1.3%	29.9%	0.0%	-1.4	-3.2%	1.7%	23.9µM*	-1.5%	7.7%	24.1%
Cc1cn(CC2COC(C)(C)O2)c(=O)[nH]c1=O (stereo not given)	3.0%	-12.5%	14.7%	-3.0%	-0.1	0.6%	9.4%	0.2%	-4.1%	-1.4%	15.1%
CCN(CC)C(=O)[C@H]1C[C@H](CC(=O)NC/C=C(\C)CCC=C(C)C)C(=O)N2CCc3c([nH]c4ccc(Cl)cc34)[C@]12C	0.9%	nt	6.6%	-4.6%	nt	nt	-3.1%	nt	nt	-11.8%	nt
COc1ccccc1N1CCN(S(=O)(=O)c2ccc(-n3cnnn3)cc2)CC1	-8.0%	-14.8%	2.2%	-0.9%	17.0	-2.1%	-9.9%	0.5%&-0.7%	0.0%	23.4%	?
COc1cc(Cl)c(C)cc1NC(=O)CSC	0.7%	20.1%	-0.1%	3.2%	-2.5	15.3%	5.5%	9.2%	-4.1%	0.6%	-32.5%
COc1ccc(S(=O)(=O)N2CCC(C(=O)N(CC(C)C)C3CCS(=O)(=O)C3)CC2)cc1OC (stereo not given)	3.5%	nt	-1.6%	1.5%	-5.8	-1.1%	-9.8%	5.9%	1.6%	?	nt
COc1ccc(/C=N/n2c(SC)nnc2-c2ccccc2)cc1C	nt	20.7%	nt	nt	?	nt	-56.7%	-2.0%	nt	nt	-9.4%
Cc1oc(-c2ccc(Cl)cc2)nc1CS(=O)CC(=O)NC1CCCCC1 (stereo not given)	0.0%	9.0%	-2.4%	-0.4%	3.4	-0.2%	15.0%	1.1%	-1.2%	6.8%	14.3%
CN(C)c1c([N+](=O)[O-])cc2[nH]c(=O)[nH]c2c1[N+](=O)[O-]	-0.3%	2.2%	-7.1%	?	-2.7	-4.7%	18.2%	-0.3%	-1.8%	?	?
COc1cc2cc(C(=O)N/N=C/c3cccc(OC)c3OC)[nH]c2cc1OC	0.2%	6.3%	-4.6%	-12.2%	1.4	1.1%	-17.8%	16.9µM*	2.9%	-23.3%	21.4%
COc1ccc2c(CC(=O)N[C@@H](Cc3ccccc3)C(=O)O)cc(=O)oc2c1	0.8%	-1.9%	-0.2%	2.1%	1.4	1.6%	-4.3%	3.6%	-5.8%	4.4%	-17.9%
O=C(c1ccco1)N1CCN(Cc2cccnc2)CC1	-5.3%	2.8%	-3.3%	-6.0%	-1.7	-1.6%	-25.5%	1.9%	0.2%	?	-15.3%
O=c1nc2ccccc2c2n1CC(CN1CCN(c3cccc(Cl)c3)CC1)N2 (stereo not given)	2.7%	-1.9%	-3.2%	-13.6%	0.3	1.2%	-1.2%	-0.5%	-3.0%	-12.2%	-2.7%
O=C(NNC(=O)c1ccccc1[N+](=O)[O-])c1ccccc1[N+](=O)[O-]	-17.5%	16.8%	-0.1%	0.2%	1.7	1.0%	7.2%	-2.2%	-2.7%	-4.6%	3.3%
Going on with the list.
SMILES	Tb PFK block	VP16 counter	p53 reactivator	ELG1 genotox	TRPV1 ag	Rab9 prom act	BRCA1 expr act	FLuc modulator	NPC1 prom act	ELG1 DNA repair	RORgamma inh
N#C/C(=C\c1ccccc1)C(=O)N1CCC(C(N)=O)CC1	-1.2%	0.5%	9.9%	1.0%	-2.0	4.1%	29.1%	-6.1%	-5.4%	0.0%	-4.1%
COc1ccccc1NC(=O)C(=O)N(c1cccnc1)C(C(=O)NC(C)(C)C)c1ccccc1F (stereo not given)	0.0%	-0.3%	-2.5%	-4.2%	-2.4	-1.9%	-31.5%	-3.3%	-0.2%	1.8%	21.3%
CN1C(=O)c2c(sc3c2CCCC3)NC1c1ccccc1O (stereo not given)	17.8%	?	17.5%	?	4.5	17.2%	nt	?	8.4%	?	39.6%
COc1ccc(CCNC(=O)CSc2nc3[nH]ncc3c(=O)[nH]2)cc1OC	-2.3%	-11.6%	-13.5%	-11.0%	-0.8	-4.5%	-3.1%	-0.7%	2.2%	13.3%	-39.7%
Cc1sc2nc(SC(C)C)nc(N)c2c1C	-3.3%	5.4%	11.0%	0.6%	17.7	13.5%	31.3%	-5.8%	19.1%	-0.3%	4.2%
CCCCc1nc2cc(Cl)ccc2o1	0.1%	-4.4%	2.4%	-0.4%	-0.9	0.3%	0.0%	?	-0.5%	-7.4%	11.2%
O=C(CSc1nnc(C2COc3ccccc3O2)o1)N1CCCCC1 (stereo not given)	1.7%	14.5%	5.9%	?	9.3	3.1%	45.7%	-11.9%	2.0%	?	16.2%
Cc1cccc(-n2c(SCC(=O)NCC3CCCO3)nc3ccccc3c2=O)c1C (stereo not given)	2.0%	nt	-12.6%	0.9%	26.4	1.9%	0.3%	3.9%	-1.2%	-11.5%	nt
Cc1cc(C(=O)Nc2cccc3ccccc23)n(-c2ccccc2)n1	4.6%	8.8%	-0.4%	1.7%	2.9	2.3%	-17.9%	-7.0%	1.2%	-16.8%	27.7%
Cc1cc(=O)[nH]c(N/N=C/c2ccc(O)c(O)c2)n1	-24.1%	-13.9%	3.6%	-3.2%	-4.0	-3.1%	4.0%	-14.3%	7.8%	0.0%	-21.8%
CC(=O)Nc1sc2c(c1C(N)=O)CCN(Cc1ccccc1)C2	2.0%	-7.4%	-2.0%	-1.7%	0.9	2.1%	2.4%	2.4%	1.8%	-2.4%	-4.4%

An excerpt from above in order of number of heavy atoms, descending:
SMILES	Tb PFK block	VP16 counter	p53 reactivator	ELG1 genotox	TRPV1 ag	Rab9 prom act	BRCA1 expr act	FLuc modulator	NPC1 prom act	ELG1 DNA repair	RORgamma inh
COc1ccccc1NC(=O)C(=O)N(c1cccnc1)C(C(=O)NC(C)(C)C)c1ccccc1F (stereo not given)	0.0%	-0.3%	-2.5%	-4.2%	-2.4	-1.9%	-31.5%	-3.3%	-0.2%	1.8%	21.3%
Cc1cccc(-n2c(SCC(=O)NCC3CCCO3)nc3ccccc3c2=O)c1C (stereo not given)	2.0%	nt	-12.6%	0.9%	26.4	1.9%	0.3%	3.9%	-1.2%	-11.5%	nt
Cc1cc(C(=O)Nc2cccc3ccccc23)n(-c2ccccc2)n1	4.6%	8.8%	-0.4%	1.7%	2.9	2.3%	-17.9%	-7.0%	1.2%	-16.8%	27.7%
